HPDE-C7 cytotoxicity – HPDE-C7 pancreatic duct cell viability loss – fluorescence, HTS (AID 430); HPDE-C7 pancreatic duct cells viability, fluorescence; higher % means a stronger effect; cytotoxicity, % at 10 µM, or EC50 in µM where a hit was titrated; actives 1.8% (n = 63,000);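 note: cells exposed to compound for 48 hours before viability readout; 0% = vehicle and 100% = reference cytotoxic drug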
Alkaline phosphatase – inhibition of tissue-nonspecific alkaline phosphatase – biochemical, luminescent (AID 518); purified TNAP enzyme, luminescent substrate readout; higher % means a stronger effect; inhibition, % at 20 µM, or IC50 in µM where a hit was titrated; actives 0.09% (n = 64,000); in the data active = a potency from the dose series; inactive = the rest, 99 in 100 with inhibition below about 22%;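 note: plate controls were vehicle for no effect and reference inhibitor for full effect; many of its hits are not listed in these tables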
Bfl-1 displacement – displacement of Bid BH3 peptide from Bfl-1 – biochemical, fluorescence polarization, FITC-Bid, mouse, primary screen (AID 432). FITC-Bid BH3 peptide fluorescence polarization displacement; higher % means a stronger effect. displacement, % at 20 µM, or IC50 in µM where a hit was titrated. actives 0.02% (n = 64,000); in the data active = a potency from the dose series; inactive = the rest, 99 in 100 with displacement below about 15%; note: strong numbers were not always called active
HT1080 cytotoxicity – cytotoxicity in HT1080 fibrosarcoma cells, cell-based, fluorescence readout (AID 620); cytotoxicity, % at 10 µM, or EC50 in µM where a hit was titrated; actives 0.42% (n = 87,000); HT1080 viability, fluorescence; higher % means a stronger effect;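 note: cells exposed to compound overnight then 4 h with Alamar Blue; 0% = vehicle DMSO and 100% = killing control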
LYP inhibition – inhibition of human PTPN22 tyrosine phosphatase – biochemical, DiFMUP fluorescence, recombinant catalytic domain, 10 µM, primary screen (AID 606); recombinant LYP catalytic domain, DiFMUP fluorescence; higher % means a stronger effect; 52,000 tested, under 10 active; inhibition, % at 10 µM; hits with a dose series show IC50 in µM;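 active = IC50 under 40 µM in the dose-response test; inactive = IC50 of 40 µM or more, or never dose-tested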
MK inhibit – inhibitors of Streptococcus pneumoniae mevalonate kinase | inhibition, % at 10 µM | purified MK, PK/LDH-coupled NADH absorbance 340 nm | AID 555 | actives 0.48% (n = 65,000);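 active = ranked among the strongest by inhibition in the single 10 µM screen, a fixed top-ranked set picked for dose follow-up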; note: no value below 0 was filed
Spn DPM-DC inh – S. pneumoniae DPM-DC inhibition; purified DPM-DC, PK/LDH coupled NADH fluorescence; calls only at 10 µM; actives 0.49% (n = 65,000);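 active = the 320 compounds with the highest percent inhibition in the single-dose primary screen, excluding strongly autofluorescent ones, cut at about 32% in these data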;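 note: kinetic rate of NADH fluorescence loss reporting ADP formed by the decarboxylase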
PMK inhibit – S. pneumoniae PMK inhibition | inhibition, % at 10 µM | purified PMK, PK/LDH-coupled NADH absorbance 340 nm | actives 0.49% (n = 65,000);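 active = top-ranked compounds by inhibition in the single 10 µM screen, taking a fixed number of the strongest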;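 note: 0% = full reaction with DMSO carrier and 100% = background rate without enzyme reaction; no value below 0 was filed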
KRASV12 cytotoxicity – viability loss of HPDE-C7K cells – cell-based, fluorescence, HTS, primary screen (AID 431); HPDE-C7K KRASV12 cells, Alamar Blue viability, 48 h; higher % means a stronger effect; cytotoxicity, % at 10 µM, or EC50 in µM where a hit was titrated; actives 1.7% (n = 63,000);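 active = compounds whose percent cytotoxicity in the single-dose primary screen, scaled between solvent and toxic-drug controls, exceeds 50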;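 note: 0% = DMSO solvent wells and 100% = doxorubicin-treated wells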
PMK inhibit pilot replicates – further read-out of PMK inhibit, marked with its call; inhibition, %; measured here: pilot screen replicates
MK inhibit pilot replicates – recorded beside MK inhibit, whose call it bears; inhibition, %; measured here: pilot screen replicates
Spn DPM-DC inh pilot screen % – further read-out of Spn DPM-DC inh, marked with its call; inhibition, %; measured here: pilot screen trials
Active calls of the source: *. Cut-off read from the data, not from the text of the source, unless noted: active = cytotoxicity above about 50%; inactive = the rest.

How did Cc1cc(C(F)F)n2nc(C(=O)Nc3ccc(S(=O)(=O)N4CCCCCC4)cc3)nc2n1 do in these assays?
HPDE-C7 cytotoxicity: -14%; Alkaline phosphatase: 19%; Bfl-1 displacement: 0%; HT1080 cytotoxicity: 4%; LYP inhibition: 10%; MK inhibit: 9; Spn DPM-DC inh: inactive; PMK inhibit: 8; KRASV12 cytotoxicity: -6%; PMK inhibit pilot replicates: 0.0; MK inhibit pilot replicates: 0.0; Spn DPM-DC inh pilot screen %: 4.0

Results for O=c1[nH]nnc2c1sc1nc(N3CCOCC3)c3c(c12)CCCC3 ?
HPDE-C7 cytotoxicity: 31%; Alkaline phosphatase: 8%; Bfl-1 displacement: -4%; HT1080 cytotoxicity: 20%; LYP inhibition: 12%; MK inhibit: 0; Spn DPM-DC inh: inactive; PMK inhibit: 12; KRASV12 cytotoxicity: 15%

Results for CCS(=O)(=O)n1nc(-c2ccccc2)nc1NCc1ccco1 ?
HPDE-C7 cytotoxicity: -9%; Alkaline phosphatase: -4%; Bfl-1 displacement: 0%; HT1080 cytotoxicity: -4%; LYP inhibition: -5%; MK inhibit: 9; Spn DPM-DC inh: inactive; PMK inhibit: 0; KRASV12 cytotoxicity: -10%

How did CCC(c1nnnn1CCc1ccccc1)N1CCN(c2ccc(OC)cc2)CC1 (stereo not given) do in these assays?
HPDE-C7 cytotoxicity: 0%; Alkaline phosphatase: 16%; Bfl-1 displacement: 3%; HT1080 cytotoxicity: 30%; LYP inhibition: 0%; MK inhibit: 3; Spn DPM-DC inh: inactive; PMK inhibit: 12; KRASV12 cytotoxicity: 2%

Results for O=C(CSc1nnc(CN2CCOCC2)n1-c1ccc(Cl)cc1)N1CCc2ccccc21 ?
HPDE-C7 cytotoxicity: -1%; Alkaline phosphatase: 11%; Bfl-1 displacement: 1%; HT1080 cytotoxicity: -5%; LYP inhibition: 4%; MK inhibit: 11; Spn DPM-DC inh: inactive; PMK inhibit: 0; KRASV12 cytotoxicity: -13%

Results for Cc1noc(C)c1C(=O)N1CCc2ccccc21 ?
HPDE-C7 cytotoxicity: -4%; Alkaline phosphatase: 6%; Bfl-1 displacement: -6%; HT1080 cytotoxicity: 0%; LYP inhibition: 9%; MK inhibit: 7; Spn DPM-DC inh: inactive; PMK inhibit: 10; KRASV12 cytotoxicity: -4%

Results for O=C(NC(=O)N1CCN(c2ccccc2F)CC1)c1ccccc1 ?
HPDE-C7 cytotoxicity: 0%; Alkaline phosphatase: 1%; Bfl-1 displacement: 2%; HT1080 cytotoxicity: -1%; LYP inhibition: 14%; MK inhibit: 5; Spn DPM-DC inh: inactive; PMK inhibit: 23; KRASV12 cytotoxicity: 2%

How did Cc1nn(-c2ccccc2)c2c1C1(C(=O)N(C(C)C)c3ccccc31)C(C#N)=C(N)O2 (stereo not given) do in these assays?
HPDE-C7 cytotoxicity: -40%; Alkaline phosphatase: 11%; Bfl-1 displacement: 0%; HT1080 cytotoxicity: -45%; MK inhibit: 8; Spn DPM-DC inh: inactive; PMK inhibit: 7; KRASV12 cytotoxicity: -46%

How did COC(=O)/C=c1/s/c(=C(\C#N)C(=O)NCc2ccco2)n(-c2ccccc2)c1=O do in these assays?
HPDE-C7 cytotoxicity: 2%; Alkaline phosphatase: -12%; Bfl-1 displacement: -7%; HT1080 cytotoxicity: 1%; LYP inhibition: -4%; MK inhibit: 2; Spn DPM-DC inh: inactive; PMK inhibit: 0; KRASV12 cytotoxicity: 13%

What do the screens show for `NC(=O)c1c(NC(=O)CSc2nnc(-c3ccco3)n2-c2ccccc2)sc2c1CCC2`?
HPDE-C7 cytotoxicity: -8%; Alkaline phosphatase: -3%; Bfl-1 displacement: 29%; HT1080 cytotoxicity: -3%; LYP inhibition: 8%; MK inhibit: 7; Spn DPM-DC inh: inactive; PMK inhibit: 14; KRASV12 cytotoxicity: 19%; PMK inhibit pilot replicates: 4.5; MK inhibit pilot replicates: 0.0; Spn DPM-DC inh pilot screen %: 2.0

How did O=C(CN1C(=O)CSC1=O)Nc1ccc(C(=O)O)cc1 do in these assays?
HPDE-C7 cytotoxicity: 7%; Alkaline phosphatase: -2%; Bfl-1 displacement: 1%; HT1080 cytotoxicity: -10%; LYP inhibition: 17%; MK inhibit: 2; Spn DPM-DC inh: inactive; PMK inhibit: 6; KRASV12 cytotoxicity: 1%

Results for CCc1ccccc1NC(=O)N1C2CCCC1CC(NC(C)=O)C2 (stereo not given) ?
HPDE-C7 cytotoxicity: 4%; Alkaline phosphatase: 20%; Bfl-1 displacement: -2%; HT1080 cytotoxicity: 4%; MK inhibit: 5; Spn DPM-DC inh: inactive; PMK inhibit: 7; KRASV12 cytotoxicity: -7%

How did CCS(=O)(=O)N1CCN(C(=O)c2cccc(OC)c2)CC1 do in these assays?
HPDE-C7 cytotoxicity: -8%; Alkaline phosphatase: 2%; Bfl-1 displacement: -4%; HT1080 cytotoxicity: -1%; MK inhibit: 4; Spn DPM-DC inh: inactive; PMK inhibit: 1; KRASV12 cytotoxicity: -2%

What do the screens show for `CC(=O)c1cccc(N(CC(=O)N2CCCC2)S(C)(=O)=O)c1`?
HPDE-C7 cytotoxicity: -13%; Alkaline phosphatase: 3%; Bfl-1 displacement: -1%; HT1080 cytotoxicity: 0%; MK inhibit: 5; Spn DPM-DC inh: inactive; PMK inhibit: 10; KRASV12 cytotoxicity: -23%; PMK inhibit pilot replicates: 0.0; MK inhibit pilot replicates: 0.0; Spn DPM-DC inh pilot screen %: 1.0

How did CCOC(=O)N1CCN(C(=O)CN(C2CCCCC2)S(=O)(=O)c2ccc(F)cc2)CC1 do in these assays?
HPDE-C7 cytotoxicity: -16%; Alkaline phosphatase: 11%; Bfl-1 displacement: -11%; HT1080 cytotoxicity: -1%; LYP inhibition: 9%; MK inhibit: 8; Spn DPM-DC inh: inactive; PMK inhibit: 7; KRASV12 cytotoxicity: -2%; PMK inhibit pilot replicates: 1.0; MK inhibit pilot replicates: 0.5; Spn DPM-DC inh pilot screen %: 4.0

What do the screens show for `Cn1c(CNC(=O)c2ccco2)nnc1SCC(=O)N1c2ccccc2Sc2ccccc21`?
HPDE-C7 cytotoxicity: 2%; Alkaline phosphatase: 4%; Bfl-1 displacement: -3%; HT1080 cytotoxicity: 6%; LYP inhibition: 1%; MK inhibit: 5; Spn DPM-DC inh: inactive; PMK inhibit: 0; KRASV12 cytotoxicity: 0%

How did CC(C)(C)P(=O)(CO)c1ccccc1 (stereo not given) do in these assays?
HPDE-C7 cytotoxicity: -12%; Alkaline phosphatase: 2%; Bfl-1 displacement: -4%; HT1080 cytotoxicity: -4%; MK inhibit: 11; Spn DPM-DC inh: inactive; PMK inhibit: 0; KRASV12 cytotoxicity: -24%

Results for CC(=O)N1CCc2cc(S(=O)(=O)NCCN3CCC(C)CC3)ccc21 ?
HPDE-C7 cytotoxicity: 3%; Alkaline phosphatase: 16%; Bfl-1 displacement: -11%; LYP inhibition: 9%; MK inhibit: 0; Spn DPM-DC inh: inactive; PMK inhibit: 12; KRASV12 cytotoxicity: -7%

How did CCOC(=O)CCSc1nnc(-c2cccnc2)n1-c1ccccc1OC do in these assays?
HPDE-C7 cytotoxicity: 5%; Alkaline phosphatase: 10%; Bfl-1 displacement: 0%; HT1080 cytotoxicity: -7%; LYP inhibition: 17%; MK inhibit: 7; Spn DPM-DC inh: inactive; PMK inhibit: 7; KRASV12 cytotoxicity: 8%

What do the screens show for `COCCn1nnnc1CN(CCc1ccccc1)Cc1cc2ccc(C)cc2[nH]c1=O`?
HPDE-C7 cytotoxicity: -2%; Alkaline phosphatase: 11%; Bfl-1 displacement: -1%; HT1080 cytotoxicity: -11%; MK inhibit: 3; Spn DPM-DC inh: inactive; PMK inhibit: 18; KRASV12 cytotoxicity: 19%

What do the screens show for `CCn1nnnc1-c1ccc(OC)c(S(=O)(=O)NCCc2ccccc2)c1`?
HPDE-C7 cytotoxicity: -1%; Alkaline phosphatase: 6%; Bfl-1 displacement: -10%; HT1080 cytotoxicity: 2%; MK inhibit: 3; Spn DPM-DC inh: inactive; PMK inhibit: 7; KRASV12 cytotoxicity: 6%

What do the screens show for `Cc1cc(C)nc(SCc2nnc(SCC(=O)Nc3nccs3)n2Cc2ccco2)n1`?
HPDE-C7 cytotoxicity: 2%; Alkaline phosphatase: 4%; Bfl-1 displacement: -9%; HT1080 cytotoxicity: 5%; MK inhibit: 0; Spn DPM-DC inh: inactive; PMK inhibit: 20; KRASV12 cytotoxicity: 8%

How did CN(C)c1cccc(NC(=O)CCc2ccccc2)c1 do in these assays?
HPDE-C7 cytotoxicity: -21%; Alkaline phosphatase: 13%; Bfl-1 displacement: 6%; HT1080 cytotoxicity: 3%; LYP inhibition: -6%; MK inhibit: 0; Spn DPM-DC inh: inactive; PMK inhibit: 11; KRASV12 cytotoxicity: 5%; PMK inhibit pilot replicates: 2.0; MK inhibit pilot replicates: 1.0; Spn DPM-DC inh pilot screen %: 0.0

How did O=C(c1ccccc1-c1nc2ccccc2[nH]1)N1CCCCC1 do in these assays?
HPDE-C7 cytotoxicity: -7%; Alkaline phosphatase: 12%; Bfl-1 displacement: -5%; HT1080 cytotoxicity: -2%; LYP inhibition: 9%; MK inhibit: 12; Spn DPM-DC inh: inactive; PMK inhibit: 15; KRASV12 cytotoxicity: -2%

How did CSCCC(NC(=O)C1CCC(C)CC1)C(=O)O (stereo not given) do in these assays?
HPDE-C7 cytotoxicity: -14%; Alkaline phosphatase: 6%; Bfl-1 displacement: 1%; HT1080 cytotoxicity: -10%; MK inhibit: 9; Spn DPM-DC inh: inactive; PMK inhibit: 11; KRASV12 cytotoxicity: 6%

Results for CC(C)(C)N(C=C(Cl)Cl)C(=O)NC1CCCCC1 ?
HPDE-C7 cytotoxicity: -12%; Alkaline phosphatase: 2%; Bfl-1 displacement: 3%; HT1080 cytotoxicity: -2%; LYP inhibition: 5%; MK inhibit: 0; Spn DPM-DC inh: inactive; PMK inhibit: 0; KRASV12 cytotoxicity: -14%

Part of the list above in order of molecular weight, lowest first:
How did CCOC(=O)CCSc1nnc(-c2cccnc2)n1-c1ccccc1OC do in these assays?
HPDE-C7 cytotoxicity: 5%; Alkaline phosphatase: 10%; Bfl-1 displacement: 0%; HT1080 cytotoxicity: -7%; LYP inhibition: 17%; MK inhibit: 7; Spn DPM-DC inh: inactive; PMK inhibit: 7; KRASV12 cytotoxicity: 8%

What do the screens show for `CCn1nnnc1-c1ccc(OC)c(S(=O)(=O)NCCc2ccccc2)c1`?
HPDE-C7 cytotoxicity: -1%; Alkaline phosphatase: 6%; Bfl-1 displacement: -10%; HT1080 cytotoxicity: 2%; MK inhibit: 3; Spn DPM-DC inh: inactive; PMK inhibit: 7; KRASV12 cytotoxicity: 6%

How did CCOC(=O)N1CCN(C(=O)CN(C2CCCCC2)S(=O)(=O)c2ccc(F)cc2)CC1 do in these assays?
HPDE-C7 cytotoxicity: -16%; Alkaline phosphatase: 11%; Bfl-1 displacement: -11%; HT1080 cytotoxicity: -1%; LYP inhibition: 9%; MK inhibit: 8; Spn DPM-DC inh: inactive; PMK inhibit: 7; KRASV12 cytotoxicity: -2%; PMK inhibit pilot replicates: 1.0; MK inhibit pilot replicates: 0.5; Spn DPM-DC inh pilot screen %: 4.0

Screens deposited in PubChem BioAssay by several laboratories.
